Bioassay records deposited in PubChem BioAssay by National Center for Advancing Translational Sciences (NCATS).
HEK293 tox: kills HEK 293 cells; HEK 293 viability, ATP luminescence (CellTiter-Glo), 48-72 h; Potency, µM (doses to about 115 µM), without a hit: top-dose activity change, negative = cytotoxicity, most hits filed as inhibitors; 6.6% of 94,000 active; AID 1345083; note: potency is the fitted concentration of half-maximal effect; nearly all actives have a fitted effect of over 60% in size
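Cells seeded first (HEK 293, 250 cells/well), then compound added by pintool. Incubation ran 48 or 72 hr at 37 degree Celsius. CellTiter-Glo was added and luminescence imaged after 10 min at room temperature.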
GPT2 inhibitor: blocks human glutamate pyruvate transaminase 2; Q8TD30; Recombinant GPT2, coupled pyruvate oxidase/HRP Amplex Red fluorescence; Potency, µM (top dose mostly 57.7 µM), without a hit: at the highest dose activity change, negative = inhibition, hits mostly inhibitors; 0.25% of 100,000 active; note: potency is the fitted concentration of half-maximal effect; nearly all actives have a fitted effect of over 60% in size; many of its hits are not listed in these tables
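Fluorescence read-out: pyruvate from GPT2 turnover coupled to pyruvate oxidase, HRP and Amplex Red (0.2mM ThPP, 0.2U/mL PO and HRP, 50uM Amplex final). Substrates 250uM a-KG, 2mM L-alanine; enzyme 10ng/uL; 30 min RT.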
SNCA expr inhib: inhibitors of alpha-synuclein (SNCA) gene expression. AID 1671194. HEK-293 SNCA-luciferase knock-in, luminescence, 24 h. 0.17% of 140,000 active. Potency, µM (doses to about 57.2 µM), without a hit: at the top dose activity change, negative = inhibition, most hits filed as inhibitors;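 note: potency is the fitted concentration of half-maximal effect; plate controls were DMSO cells for no effect and cell-free wells for full effect; nearly all actives have a fitted effect of over 45% in size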
3T3 cytotox: kills NIH 3T3 cells; AID 1345082; NIH 3T3 viability, CellTiter-Glo ATP luminescence, 48-72 h; 4.3% of 94,000 active; Potency, µM (highest dose often 96.7 µM), for the others: at the top dose activity change, negative = cytotoxicity, usual class: inhibitors; note: potency is the fitted concentration of half-maximal effect; nearly all actives have a fitted effect of over 55% in size
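Cytotoxicity was measured by CellTiter-Glo ATP luminescence after 48 or 72 h compound exposure at 37 °C. Mouse NIH 3T3 fibroblasts were seeded at 400 cells/well and dosed by 23 nL pin transfer.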
IP6K1 inhibitor: blocks human inositol hexakisphosphate kinase 1 | Q92551 | IP6K1 kinase, ADP-Glo luminescence, 2 h; hits give low values | activity change, % (series mostly up to about 58 µM) | 0.81% of 140,000 active | AID 1645851; in the data active = activity change below about -25%
Target sequence (Q92551 whole entry, looked up): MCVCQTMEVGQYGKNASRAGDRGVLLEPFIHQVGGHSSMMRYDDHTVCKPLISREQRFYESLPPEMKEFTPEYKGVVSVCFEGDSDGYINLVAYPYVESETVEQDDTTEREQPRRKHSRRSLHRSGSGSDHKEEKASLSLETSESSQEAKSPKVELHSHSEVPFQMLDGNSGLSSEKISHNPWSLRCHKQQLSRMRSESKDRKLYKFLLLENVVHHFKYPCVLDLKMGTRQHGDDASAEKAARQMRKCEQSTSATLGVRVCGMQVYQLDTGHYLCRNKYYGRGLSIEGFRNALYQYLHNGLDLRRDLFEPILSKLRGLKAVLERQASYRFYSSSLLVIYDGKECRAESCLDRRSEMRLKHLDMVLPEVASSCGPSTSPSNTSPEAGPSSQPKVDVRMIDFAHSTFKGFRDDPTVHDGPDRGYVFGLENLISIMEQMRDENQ
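ADP-Glo luminescence measures ADP made by human IP6K1 during a 2 h RT reaction with ATP/IP6 (mix at 1.3 mM/130 uM); top library doses 57.5 and 19.1 uM final.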
SNCA viab count: counter-screen for SNCA expression inhibitors: cell viability; Potency, µM (titrated, usually from 57.1 µM), without a hit: at the highest dose activity change, negative = cytotoxicity, actives largely listed as cytotoxic; HEK-293-SNCA-luc viability, GF-AFC fluorescence, 24 h; AID 1671193; 0.12% of 150,000 active;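 note: potency is the fitted concentration of half-maximal effect; 0% = DMSO-treated cells and -100% = medium-only wells without cells; nearly all actives have a fitted effect of over 30% in size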
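HEK-293-SNCA-luc cells (1500/well) plated 24 h, then exposed 24 h to a dilution series; GF-AFC added 30 min at 37C, fluorescence 405/540 nm; normalised to medium-only and DMSO wells, Hill fit.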
FLuc inh: inhibitors of firefly (Photinus pyralis) luciferase. purified P. pyralis luciferase, luminescence, biochemical. Potency, µM (titrated, usually from 115 µM), for the others: at the top dose activity change, negative = inhibition, hits mostly inhibitors. 2.5% of 76,000 active. AID 1347043; note: potency is the fitted concentration of half-maximal effect; nearly all actives have a fitted effect of over 65% in size
Target sequence (P08659 whole entry, looked up): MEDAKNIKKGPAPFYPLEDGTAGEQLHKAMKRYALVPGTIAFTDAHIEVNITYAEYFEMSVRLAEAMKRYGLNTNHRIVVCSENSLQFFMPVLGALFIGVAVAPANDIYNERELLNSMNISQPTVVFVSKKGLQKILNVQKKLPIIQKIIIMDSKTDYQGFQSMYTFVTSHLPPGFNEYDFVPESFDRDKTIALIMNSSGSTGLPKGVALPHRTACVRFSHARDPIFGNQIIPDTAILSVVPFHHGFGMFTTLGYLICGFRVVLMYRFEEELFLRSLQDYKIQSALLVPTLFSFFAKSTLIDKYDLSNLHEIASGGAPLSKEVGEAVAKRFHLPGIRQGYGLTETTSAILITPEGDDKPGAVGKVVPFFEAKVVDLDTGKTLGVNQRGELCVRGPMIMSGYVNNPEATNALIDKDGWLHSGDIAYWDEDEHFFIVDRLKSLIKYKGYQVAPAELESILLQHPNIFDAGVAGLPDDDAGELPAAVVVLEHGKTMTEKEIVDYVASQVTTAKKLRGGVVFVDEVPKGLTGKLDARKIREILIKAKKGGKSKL
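Inhibitors were tested against purified firefly luciferase in a biochemical, low-substrate format (both substrates at 10uM) and luminescence measured with a CCD imager.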
* = called active by the depositor; i = inactive; u = inconclusive; x = no result given; & = joins results of further samples; [ ] = remark or other dose. Unless noted, calls come from the whole dose curve; as a rule, active = well fitted curve in the direction sought with a large enough effect; inconclusive = small, poorly fitted or top-dose-only effect, or another doubt; inactive = no such curve, though single readings can be large; an effect the other way counts as inactive or inconclusive. Unless noted, % is set by controls: 0 for no effect and ±100 for the full control effect. These rows are one share of the data; the hit share may differ from the screen's.

SMILES | HEK293 tox | GPT2 inhibitor | SNCA expr inhib | 3T3 cytotox | IP6K1 inhibitor | SNCA viab count | FLuc inh
CCn1c(=N)c(C(=O)NCC2CCCO2)cc2c(=O)n3cc(C)ccc3nc21 (configuration not stated) | x | x | 21% | x | 28 | u | x
COCCNC(=O)c1nc2c(o1)CCN(Cc1cc(C)cc(F)c1)CC2 | u | -6%[88.5 µM] | 14%[87.6 µM] | u | 18 | 1%[87.6 µM] | -5%[172 µM]
Cc1ccc(CN2CCNCC2)cc1NC(=O)CNc1ccc(F)c(F)c1 | x | -7%&-27% | -8% | x | -16 | -5%&2% | x
Cc1cc(C(=O)N2C[C@@H](Oc3cccnc3)C[C@H]2C(=O)N2CCCC2)n(C)n1 | -6% | i | 13% | -8% | 2 | -5% | -7%
C=CCNC(=O)N1[C@@H](c2ccccc2)[C@@H](C(=O)OCC)C[C@]12CCCCN(CCOC)C2=O | -11% | x | x | u | 2 | x | x
CC(C)(C)OC(=O)Nc1ccc(-c2cc(C(=O)NCCCCCCC(=O)NO)no2)cc1 | x | i | -9% | x | x | u | x
CN(C)C(=O)/N=N/C(=O)N(C)C | x | i | 40%[activator] | x | x | 0% | x
C[S+](=O)([O-])N1CCn2ncc(C(=O)Nc3ccc(Cl)cc3Cl)c2C1 | i | -3% | -8% | -7% | 23 | 2% | x
CC(C)(C)c1nnc2n1C(C(=O)N1CCN(c3ncccn3)CC1)CC2 (configuration not stated) | i | 3% | 16% | i | -4 | -1% | x
COC(=O)/C=C/c1ccc(O[C@@H]2O[C@H](CO)[C@@H](O)[C@H](O)[C@H]2O)cc1 | x | 0%[27.3 µM] | x | x | 17 | 5% | x
Cc1cc(C)cc(NC(=O)Cn2c(=O)n(Cc3ccc4c(c3)OCO4)c(=O)c3oc4ccccc4c32)c1 | x | x | -5% | x | 60 | 1% | x
CC(=O)N1C[C@@H](CO)[C@H](NC(=O)c2ccccc2)C1 | u | -7% | -13% | -4% | -2 | 7% | -3%
O=c1n(-c2ccc(F)cc2F)nc2n1CCN(Cc1ccc(F)cc1)C2 | 50µM* | i | 4% | u | 7 | 1% | 0%
CN1CCN(C(=O)c2cn3cc(-c4ccc(F)cc4)sc3n2)CC1 | u | 5%[88.5 µM] | 126%[activator][87.6 µM] | 79µM* | 5 | -15%[87.6 µM] | x
COc1ccc(CN2CCN(CCCSc3cc(C(C)(C)C)c(O)c(C(C)(C)C)c3)CC2)c(OC)c1OC | x | 1%[17.1 µM] | x | x | -15 | -17%[12.5 µM] | x
CC1=C(C(=O)OC2CCCC2)C(c2ccccc2C(F)(F)F)CC(=O)N1 (configuration not stated) | x | x | -8% | x | 20 | 2% | x
CC(C)NCC(O)COc1ccc(CC(N)=O)cc1 (configuration not stated) | x | 4% | u | x | x | -4% | x
COc1cc(Cl)cc(CN2CCC(O)(c3ccccc3)CC2)c1OC | -11% | -8% | -28% | u | 19 | -8% | 0%
CCNC(=O)c1cnc2c(-c3ccccc3)c(C)nn2c1C | x | x | -4% | x | 29 | -1% | x
Cc1nccn1C(C)CN1C(=O)NC2(CCNCC2)C1=O (configuration not stated) | i | i | u | 3% | 11 | 0% | 6%
CC(=O)c1cccc(NC(=O)C2CCN(c3ncnc4c3nc3n4CCCCC3)CC2)c1 | x | x | 19% | x | -4 | u | x
CN(C)[S+](=O)([O-])c1ccc2c(c1)OCCN(Cc1ccc(F)cc1F)C2 | u | -5%[88.5 µM] | 13%[87.6 µM] | u | 2 | -9%[87.6 µM] | 6%[172 µM]
CC1CCC(NC(=O)CN2C(=O)NC3(CCOCC3)C2=O)CC1 (configuration not stated) | 4% | 1% | 0% | -8% | 7 | 8% | -6%
CC1(COc2cccnc2)COc2ccc(C(=O)NCC3CCOCC3)cc2N1 (configuration not stated) | u | u | -8%[87.6 µM] | -29%[138 µM] | 1 | 8%[87.6 µM] | -4%[172 µM]
CN(Cc1ccccc1)C(=O)C[C@@H]1CCNC[C@@H]1Cc1cc(-c2ccc(C(C)(C)C)cc2)on1 | 14µM* | i | -17% | u | -1 | u | -5%
COCC(=O)N1CCCC1C(=O)N1CCC2(CC1)CC(=O)Nc1ccccc1O2 (configuration not stated) | -12% | i | 16% | -5% | -4 | -10% | x
COC(=O)c1ccc(Cn2nnc3c(=O)[nH]c(C4CCCN(S(=O)(=O)c5ccccc5Cl)C4)nc32)cc1 (configuration not stated) | x | x | 20% | x | -5 | -14% | x
Cc1ccc(C(=O)NCCC(=O)N2CC[C@@](C)(O)[C@@H](O)C2)cc1 | 0% | i | -28% | 4% | -2 | 13% | 1%
COc1ccc2nc(C[C@@H]3C[C@@H](C(C)C)[C@H](CN)C=C3C)[nH]c2c1 | u | i | -12%[87.6 µM] | 71µM* | -8 | u | -5%[172 µM]
CN(C(=O)CSc1nc2ccccc2[nH]1)c1ccc(F)cc1 | x | x | 46%[activator] | x | -11 | -9% | x
O=C(NC1CCCc2c1[nH]c1ccccc21)c1cn(C2CC2)c(=O)c2ccccc12 (configuration not stated) | u | i | -36% | u | -6 | -29% | -13%
CCCSCCCNC(=O)C1CCCN(C(=O)c2cnn(-c3ccccc3)c2-n2cccc2)C1 (configuration not stated) | x | x | -3% | x | -15 | -2% | x
COc1ccc(NC(=O)N2c3ccccc3CC2c2nc(C(C)C)no2)cc1OC (configuration not stated) | 4% | 1% | -6% | i | 13 | -11% | -16%
C[C@@H]1CC[C@]2(C(=O)O[C@@H]3O[C@H](CO)[C@@H](O)[C@H](O)[C@H]3O)CC[C@]3(C)C(=CCC4[C@@]5(C)C[C@@H](O)[C@H](O)[C@](C)(C(=O)O)C5CC[C@]43C)[C@@H]2[C@]1(C)O (some centres not stated) | x | 4%[17.1 µM] | x | x | 14 | -28%[23.9 µM] | x
COc1ccc(-c2nc(-c3c(C)noc3C)cc3c2cc(C)n3CCN(C)C)cn1 | 79µM* | -14%[88.5 µM] | 44%[activator][87.6 µM] | u | -11 | -16%[87.6 µM] | -7%[172 µM]
CCCC(=O)c1cc(O)c(O)cc1O | x | u | 30% | x | -96* | -14% | x
CC(=O)N1CCC(Oc2ccc(Cl)cc2C(=O)NCCOc2cccnc2)CC1 | 3% | i | u | -15% | 13 | 12% | -5%
Cc1nnc2ccc(N3CCN(C(=O)c4ccc(Cl)cc4)CC3)nn12 | u | x | x | u | 10 | x | x
Cc1ccccc1N(C)C1CN(Cc2ccccc2)C1 | u | u | 5%[87.6 µM] | 89µM* | 2 | 6%[87.6 µM] | 0%[172 µM]
Cc1ccc(C(=O)Nc2cccc(C(=O)OCc3cc(=O)n4c5c(sc4n3)CCCC5)c2)cc1 | x | x | -8% | x | 7 | -21% | x
CC1CCC2(CC1)NC(=O)N(CC(=O)N1CCCCCC1)C2=O (configuration not stated) | 3% | i | 6% | i | 21 | -6% | 2%
Cc1cccc(N2C(=O)CSC23CCN(C(=O)C2CCC2)CC3)c1 | -19% | 3% | 4% | u | 0 | -9% | -11%
CN1C(C(=O)Nc2ccc(F)cc2F)=CC(c2ccco2)=NS1(=O)=O | x | x | 47%[activator] | x | 11 | u | x
CN1CCCC1c1nc(C2CN(C(=O)C3CC3)C2)no1 (configuration not stated) | -6% | u | -1% | -8% | 12 | 1%[12.5 µM] | -4%
COc1ccc(C(=O)N2Cc3ccccc3CC23CCCN(C(=O)CN)C3)cc1 (configuration not stated) | -27% | 4% | 115%[activator] | -22% | -5 | -21% | x
CNC(=O)C1CCC(Cn2c(=O)c3sccc3n(CC(=O)Nc3cc(F)ccc3F)c2=O)CC1 (configuration not stated) | x | x | -1% | x | -11 | 2% | x

Gathered by group: the compounds so far with a halogen.
SMILES | HEK293 tox | GPT2 inhibitor | SNCA expr inhib | 3T3 cytotox | IP6K1 inhibitor | SNCA viab count | FLuc inh
COCCNC(=O)c1nc2c(o1)CCN(Cc1cc(C)cc(F)c1)CC2 | u | -6%[88.5 µM] | 14%[87.6 µM] | u | 18 | 1%[87.6 µM] | -5%[172 µM]
Cc1ccc(CN2CCNCC2)cc1NC(=O)CNc1ccc(F)c(F)c1 | x | -7%&-27% | -8% | x | -16 | -5%&2% | x
C[S+](=O)([O-])N1CCn2ncc(C(=O)Nc3ccc(Cl)cc3Cl)c2C1 | i | -3% | -8% | -7% | 23 | 2% | x
O=c1n(-c2ccc(F)cc2F)nc2n1CCN(Cc1ccc(F)cc1)C2 | 50µM* | i | 4% | u | 7 | 1% | 0%
CN1CCN(C(=O)c2cn3cc(-c4ccc(F)cc4)sc3n2)CC1 | u | 5%[88.5 µM] | 126%[activator][87.6 µM] | 79µM* | 5 | -15%[87.6 µM] | x
CC1=C(C(=O)OC2CCCC2)C(c2ccccc2C(F)(F)F)CC(=O)N1 (configuration not stated) | x | x | -8% | x | 20 | 2% | x
COc1cc(Cl)cc(CN2CCC(O)(c3ccccc3)CC2)c1OC | -11% | -8% | -28% | u | 19 | -8% | 0%
CN(C)[S+](=O)([O-])c1ccc2c(c1)OCCN(Cc1ccc(F)cc1F)C2 | u | -5%[88.5 µM] | 13%[87.6 µM] | u | 2 | -9%[87.6 µM] | 6%[172 µM]
COC(=O)c1ccc(Cn2nnc3c(=O)[nH]c(C4CCCN(S(=O)(=O)c5ccccc5Cl)C4)nc32)cc1 (configuration not stated) | x | x | 20% | x | -5 | -14% | x
CN(C(=O)CSc1nc2ccccc2[nH]1)c1ccc(F)cc1 | x | x | 46%[activator] | x | -11 | -9% | x
CC(=O)N1CCC(Oc2ccc(Cl)cc2C(=O)NCCOc2cccnc2)CC1 | 3% | i | u | -15% | 13 | 12% | -5%
Cc1nnc2ccc(N3CCN(C(=O)c4ccc(Cl)cc4)CC3)nn12 | u | x | x | u | 10 | x | x
CN1C(C(=O)Nc2ccc(F)cc2F)=CC(c2ccco2)=NS1(=O)=O | x | x | 47%[activator] | x | 11 | u | x
CNC(=O)C1CCC(Cn2c(=O)c3sccc3n(CC(=O)Nc3cc(F)ccc3F)c2=O)CC1 (configuration not stated) | x | x | -1% | x | -11 | 2% | x
